FAS-TE inh = FAS thioesterase (human) inhibition; P49327; AID 602261; actives 0.67% (n = 360,000); recombinant FAS-TE, OMFH fluorogenic substrate, fluorescence endpoint; inhibition, % at 15 µM;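 active = compounds whose normalised, plate-corrected inhibition of enzyme fluorescence in the single-dose primary screen is 50% or more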;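 also: 0% = DMSO with enzyme and 100% = substrate without enzyme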
MT1-MMP act inh = blocks activation of human MT1-MMP | P50281 | HT1080 RFP-PRO-GFP cells, GFP/RFP ratio fluorescence, overnight; percent of plate control window, DMSO zero | GFP/RFP ratio change, % at 20 µM | actives 0.061% (n = 360,000) | AID 651647;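 active = GFP/RFP ratio change of at least 30% with cell ATP level not reduced by more than half and red fluorescence within 50% of control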; also: strong numbers were not always called active
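system = RFP-PRO-GFP reporter HT1080 cells | dosing = 20 µM single dose, 1% DMSO | timing = overnight cell settling, then overnight compound exposure, 37 °C, 5% CO2 | read-out basis = GFP/RFP fluorescence ratio | controls = DMSO and RFP-L50D-GFP cell wells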
Rin1-Abl PPI inh = inhibitors of human Rin1-Abl protein interaction | inhibition, % at 7.35 µM | TR-FRET Rin1/Abl binding, biochemical | P00519+Q13671 | actives 0.4% (n = 360,000); in the data active = inhibition above about 5%, passing the limit was not always enough
Target sequence (P00519 whole entry, looked up): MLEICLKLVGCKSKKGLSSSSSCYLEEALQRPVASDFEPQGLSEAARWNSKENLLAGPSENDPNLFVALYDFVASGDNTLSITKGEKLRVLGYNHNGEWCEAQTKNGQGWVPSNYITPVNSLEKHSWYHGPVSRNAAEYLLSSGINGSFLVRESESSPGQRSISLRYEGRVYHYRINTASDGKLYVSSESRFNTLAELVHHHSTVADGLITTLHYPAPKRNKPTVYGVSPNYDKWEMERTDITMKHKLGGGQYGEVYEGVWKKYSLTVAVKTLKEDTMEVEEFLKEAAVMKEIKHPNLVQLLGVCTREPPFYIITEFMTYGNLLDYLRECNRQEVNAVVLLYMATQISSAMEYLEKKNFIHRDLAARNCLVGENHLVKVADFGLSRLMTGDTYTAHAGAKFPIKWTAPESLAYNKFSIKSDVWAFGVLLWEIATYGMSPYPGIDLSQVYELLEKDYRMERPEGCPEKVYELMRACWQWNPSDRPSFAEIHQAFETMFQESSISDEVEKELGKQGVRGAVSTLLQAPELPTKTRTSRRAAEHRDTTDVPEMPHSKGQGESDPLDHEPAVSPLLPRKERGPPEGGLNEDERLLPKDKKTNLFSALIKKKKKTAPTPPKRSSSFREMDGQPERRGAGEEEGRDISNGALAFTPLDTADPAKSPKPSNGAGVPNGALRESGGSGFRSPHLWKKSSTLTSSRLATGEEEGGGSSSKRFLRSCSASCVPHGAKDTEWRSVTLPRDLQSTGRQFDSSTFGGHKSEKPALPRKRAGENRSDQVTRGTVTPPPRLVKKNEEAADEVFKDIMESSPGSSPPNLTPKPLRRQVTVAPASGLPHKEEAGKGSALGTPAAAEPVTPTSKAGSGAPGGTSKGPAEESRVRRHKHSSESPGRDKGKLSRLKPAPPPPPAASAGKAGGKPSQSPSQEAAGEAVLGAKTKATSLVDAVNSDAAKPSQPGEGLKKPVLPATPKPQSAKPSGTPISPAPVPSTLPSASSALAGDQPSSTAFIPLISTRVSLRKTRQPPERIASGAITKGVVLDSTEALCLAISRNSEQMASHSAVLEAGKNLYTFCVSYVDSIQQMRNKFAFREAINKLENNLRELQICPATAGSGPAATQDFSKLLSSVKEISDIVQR
Target sequence (Q13671 whole entry, looked up): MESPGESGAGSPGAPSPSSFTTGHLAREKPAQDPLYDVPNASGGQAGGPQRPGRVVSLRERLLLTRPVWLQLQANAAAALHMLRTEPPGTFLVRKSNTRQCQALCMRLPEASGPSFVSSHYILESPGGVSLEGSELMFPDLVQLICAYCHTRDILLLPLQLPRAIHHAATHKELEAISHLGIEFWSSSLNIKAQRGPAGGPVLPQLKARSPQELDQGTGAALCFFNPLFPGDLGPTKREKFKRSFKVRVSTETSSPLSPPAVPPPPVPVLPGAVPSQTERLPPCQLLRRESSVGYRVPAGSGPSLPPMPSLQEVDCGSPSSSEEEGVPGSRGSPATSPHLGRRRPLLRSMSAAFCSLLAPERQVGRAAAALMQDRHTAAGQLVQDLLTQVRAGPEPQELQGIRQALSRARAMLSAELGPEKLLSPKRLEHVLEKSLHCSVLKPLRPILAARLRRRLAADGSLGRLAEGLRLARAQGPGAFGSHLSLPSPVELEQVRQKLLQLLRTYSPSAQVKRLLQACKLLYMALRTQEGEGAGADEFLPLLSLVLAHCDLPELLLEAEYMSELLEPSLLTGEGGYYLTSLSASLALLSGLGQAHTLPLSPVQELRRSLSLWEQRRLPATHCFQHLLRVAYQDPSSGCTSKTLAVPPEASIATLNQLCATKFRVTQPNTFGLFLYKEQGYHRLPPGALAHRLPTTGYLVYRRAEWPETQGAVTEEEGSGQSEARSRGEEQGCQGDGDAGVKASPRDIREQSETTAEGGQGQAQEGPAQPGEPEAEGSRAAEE
MLLE-PAM2 inh = inhibitors of microRNA-mediated deadenylation, human PABP1 MLLE binding; P11940; GST-MLLE / FITC-PAM2 fluorescence polarization; inhibition, % at 20 µM; actives 0.36% (n = 360,000); in the data active = inhibition above about 35%, passing the limit was not always enough;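 also: plate controls were DMSO wells with GST-MLLE for no effect and wells lacking GST-MLLE protein for full effect; some results filed as inactive read as strong as hits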
CSN deneddyl inh = CSN deneddylation inhibition; Purified CSN, SCF-Nedd8-OG deneddylation, fluorescence polarization; actives 0.38% (n = 360,000); AID 651999; inhibition, % at 12.5 µM;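 active = pattern-corrected inhibition above about 35%, with an unprinted fluorescence ratio check between 0.5 and 1.5, limit read from the data, passing the limit was not always enough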;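 also: 0% = enzyme with substrate and 100% = substrate without enzyme; some results filed as inactive read as strong as hits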
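Material: purified human Csn5 enzyme expressed in HEK293T cells / Medium: Tris buffer pH 7.5, NaCl, DTT, Tween-20, trehalose, ovalbumin / Compound dosing: 12.5 µM single point / Schedule: 90 min incubation of compound, enzyme and substrate at room temperature / Signal: fluorescence polarization of the substrate / Control set: no-enzyme wells high, enzyme-with-substrate wells low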
bovine MsrA act = activators of bovine methionine sulfoxide reductase A. purified bovine MsrA, absorbance read-out. activation, % at 10.6 µM. actives 0.3% (n = 360,000). AID 602163; in the data active = activation above about 7.5%;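 also: 0% = vehicle and 100% = reference activator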
eLon inh = inhibitors of E. coli Lon protease. P0A9M0. purified E. coli Lon protease, fluorescence polarization. inhibition, % at 7.94 µM. actives 0.42% (n = 360,000); in the data active = inhibition above about 13%, passing the limit was not always enough;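 also: 0% = enzyme with probe and DMSO and 100% = no enzyme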
MsrA inh = bovine MsrA inhibition. inhibition, % at 15.5 µM. actives 0.75% (n = 360,000). purified bovine MsrA, absorbance read-out. AID 651718; in the data active = inhibition above about 4.5%;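 also: 0% = vehicle wells with enzyme and 100% = reference inhibitor wells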
Rpn11 block = inhibitors of human proteasome Rpn11. calls only at 20 µM. human 26S proteasome, Ub4-pepOG fluorescence polarization; 20S core pre-blocked with epoxomicin. actives 0.59% (n = 360,000). O00487;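 active = inhibition at 20 µM, scaled to each plate's controls, above about 33%, limit read from the data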
Numbers without * were called inactive; i = inactive. Rows were taken by chance; about 3.7% have a hit in one of these screens.

Results follow in this order: FAS-TE inh	MT1-MMP act inh	Rin1-Abl PPI inh	MLLE-PAM2 inh	CSN deneddyl inh	bovine MsrA act	eLon inh	MsrA inh	Rpn11 block
> COC(=O)c1ccc(NC(=O)c2ccc3nccnc3c2)cc1
→ -3	1	-1	-1	-7	-2	-1	1.7	i
> Cc1ccc(C2CC(c3ccco3)n3nc(N)nc3N2)cc1 (stereo not given)
→ -4	1	5	-8	-1	-4	2	-0.8	i
> Cc1[nH]nc2c1C(c1cccnc1)N(c1ccc(Br)cc1)C2=O (stereo not given)
→ -7	-4	-3	-6	-1	-8	-7	0.2	i
> CC(C)CCNC(=O)CCn1c(=S)oc2ccccc21
→ -5	2	0	-16	5	-1	-6	0.0	i
> O=c1cccc(-c2ccccc2)[nH]1
→ -9	-3	0	-4	1	0	-5	1.5	i
> CCOc1ncccc1C(=O)OCC(=O)Nc1ccc(-c2nc3ccc(C)cc3s2)cc1
→ -2	3	-8	-18	-12	-2	-10	0.0	i
> COc1ccccc1N1CCN(C(=O)C(C)NC(=O)c2cccc([N+](=O)[O-])c2)CC1 (stereo not given)
→ 80*	1	2	8	2	-2	-5	0.5	i
> COc1cccc(CN2CC(C(=O)NCCN3CCOCC3)CCC2=O)c1 (stereo not given)
→ -5	2	0	8	2	-1	0	-0.4	i
> CCCCCCNC(=O)O[C@H]1Cn2c(=O)ccc(=O)n2[C@@H]2CN(S(=O)(=O)c3ccc(C)cc3)C[C@]12O
→ -5	-11	-3	0	9	-1	1	-0.4	i
> O=C1CC(c2ccc(F)cc2)Cc2nc(N3CCN(c4ccccc4)CC3)ncc21 (stereo not given)
→ 13	2	3	-5	9	-5	-1	1.3	i
> CCC1=C(OC(=O)N(CC)CC)N2C(=O)OC(=NCCOC)[C@]2(Cc2ccccc2)[C@H]2C1=CC[C@H]1C(=O)N(C)C(=O)[C@H]12
→ -9	-2	1	20	-3	-1	8	-0.9	i
> CCOC(=O)N1CCN(C(=O)c2ccc(-n3c(C)ccc3C)cc2)CC1
→ -4	-3	-1	-9	2	-4	-5	0.0	i
> CCNc1nc(C)cc(COC)c1C#N
→ -6	-15	2	-3	-2	-3	4	-0.3	i
> O=C(Nc1cccc(C(F)(F)F)c1)c1n[nH]c(Cn2cncn2)n1
→ -9	4	-3	-10	-3	-8	-5	1.5	i
> COc1ccc(CC(=O)Nc2cccc(S(=O)(=O)N3CCOCC3)c2)cc1OC
→ -6	-1	-1	9	2	0	3	-0.1	i
> CCc1ccc(NC(=O)CSc2nc(O)cc(=O)n2C2CCCC2)cc1
→ -1	0	-1	23	6	-1	6	-0.4	i
> C=CCN(Cc1ccc(OC)c(OC)c1)C(=O)N1CCOCC1
→ -5	0	2	6	2	-3	4	-1.5	i
> O=C(NCc1cccs1)c1ccncc1
→ -9	1	2	8	-3	5	2	0.4	i
> Cc1cccc(OC(=O)c2cncc(Br)c2)c1
→ 4	-1	1	2	-4	-2	-2	0.6	i
> CC(C)c1ccc(S(=O)(=O)c2nnn3c2nc(N2CCCCC2)c2ccccc23)cc1
→ 45	-5	2	-8	-16	-3	-9	-0.5	i
> COc1ccc(NC(=O)c2cccc(Oc3ccccc3)c2)cn1
→ 11	-11	-1	8	3	-2	3	1.2	i
> O=C(NCc1ccccc1)c1nc(S(=O)(=O)Cc2ccccc2)ncc1Cl
→ 26	0	1	21	3	-3	-4	1.4	i
> CC1(c2ccccc2Cl)NC(=O)N(CC(=O)Nc2ccc(N3CCOCC3)cc2)C1=O (stereo not given)
→ -10	-3	-2	-24	-1	-1	2	1.4	i
> CC(=O)Nc1ccc(N(C(=O)CNC(=O)c2ccco2)C(C(=O)NC2CCCC2)c2ccco2)cc1 (stereo not given)
→ -1	-1	0	-3	2	-1	-2	1.2	i
> CC(=O)Nc1ccc(S(=O)(=O)Nc2nc3ccccc3nc2-n2ccc(=NC(=O)c3ccc(F)cc3)cc2)cc1
→ 3	6	1	-70	18	-8	3	0.7	i
> FC(F)(F)c1cc(-c2ccccc2)nc(NCc2cccnc2)n1
→ 10	-12	0	6	-5	-7	-2	2.6	i
> O=C(CN1C(=O)c2ccccc2C1=O)N1CCN(c2ccccc2)CC1
→ -7	9	3	9	-4	-3	-9	0.6	i
> Cc1cc(=O)oc2cc(OCC(=O)NC3CCCCC3)ccc12
→ 3	1	1	-7	3	-1	-13	1.5	i
> CC(C)NC(=O)c1ccc(N(Cc2ccc(Cl)cc2)S(C)(=O)=O)cc1
→ 2	-1	0	-6	-1	-2	-5	0.1	i
> CC(=O)Nc1ccc(S(=O)(=O)N2CCN(CC(=O)NC3CCCC3)CC2)cc1
→ 1	-7	4	-10	1	-2	10	-1.2	i
> CN(C1CCCCC1)S(=O)(=O)Cc1ccccc1
→ 2	0	0	30	3	-2	-1	1.8	i
> COC(=O)c1cccc(C23CC4(C2)[C@H](CN(C)[C@@H]4c2ccccc2)C3c2ccccc2)c1 (stereo not given in full)
→ 29	-1	2	-8	-3	-1	-6	0.9	i
> COc1ccccc1N(CC(=O)NC1CCCCC1)C(=O)Cn1nnc(-c2ccc(C)o2)n1
→ 3	0	0	-11	2	-1	5	1.7	i
> O=C(Cn1nc(-c2ccco2)ccc1=O)Nc1cc(Cl)ccc1Cl
→ 29	2	-2	-8	1	-8	-3	0.7	i
> N#CC1C(=O)c2ccccc2C1c1ccccc1 (stereo not given)
→ 1	4	1	-27	-4	-1	2	-0.9	i
> c1cnn(-c2nc(N3CCOCC3)nc(N3CCOCC3)n2)c1
→ -6	-6	4	-5	-4	1	-2	2.1	i
> COc1ccc(C(=O)/C=C/Nc2cc(C)on2)c(OC)c1
→ -3	1	3	-5	1	-2	1	7.4*	i
> COc1cccc(/C=C2\SC(=O)N(CCC(=O)N3CCC(C(=O)O)CC3)C2=O)c1
→ -8	-5	-4	28	-3	-7	-4	3.9	i
> CC(C)(C)c1ccc(NC(=O)c2ccc(=O)[nH]n2)cc1
→ -17	3	0	-7	5	-8	0	0.6	i
> COc1cc2c(cc1OC)CN(C(=O)CSc1nc(C)cc(C)c1C#N)CC2
→ 9	-1	1	23	0	1	-1	-0.9	i
> CC1CC(C)CN(CCCNC(=O)Cc2c(C(=O)O)n(C)c3ccccc23)C1 (stereo not given)
→ 0	2	5	-5	1	-7	-5	-0.7	i
> CCOc1ccccc1C(=O)OCC(=O)Nc1ccc(OC(F)F)cc1
→ 3	2	2	-8	5	-12	3	-0.3	i
> CCOC(=O)C1=C(C)NC(=S)NC1c1ccc(OCC(=O)N2CCCCCC2)cc1 (stereo not given)
→ -4	-1	-2	-133	1	-2	6	0.1	i
> COc1ccc2oc(=O)c(C(=O)NCc3cccnc3)cc2c1
→ -7	5	-5	-5	2	3	-1	0.2	i
> CC(C)COC(=O)C1[C@H]2C(=O)N(Cc3cccs3)C[C@]23C=C[C@H]1O3 (stereo not given in full)
→ -4	1	-3	-3	1	-1	-5	1.0	i
> O=C(Nc1ncccc1O)c1cccc(S(=O)(=O)N2CCc3ccccc32)c1
→ -26	7	2	5	-1	-1	7	2.4	i
> Cc1ccc(Nc2nnc(-c3ccc(N4CCOCC4)c([N+](=O)[O-])c3)c3ccccc23)cc1
→ 64*	8	-1	17	0	-4	-2	2.8	i
> c1ccc2c(c1)CCN(c1nc3cc4c(cc3s1)OCCO4)C2
→ 19	4	-2	9	2	0	1	0.1	i
> Cc1cc(C(=O)NCc2ccc(F)cc2)c2ccccc2n1
→ -6	-2	-1	-6	1	3	-2	0.0	i
> COc1ccccc1-c1cc(NC(C)=O)c2ncc(-c3ccc(F)cc3)n2c1
→ 21	-7	-2	-10	12	-6	-6	0.9	i
> CC1CC=CCC1(CO)CO (stereo not given)
→ -3	1	1	-7	-1	-11	-5	0.3	i
> O=C(Cc1ccc(F)cc1)Nc1ccc(S(=O)(=O)N2CCCC2)cc1
→ 3	2	3	-17	3	1	-3	-0.1	i
> COc1ccc(CCNC(=O)CCc2ccsc2)cc1OC
→ -2	0	1	2	0	-2	2	-1.1	i
> CCCCCC(=O)Nc1cccc2ccccc12
→ -6	0	3	-2	-2	1	-4	0.1	i
> COC(=O)c1cc(NC(=O)CC2SC(=Nc3ccccc3)N(CCc3c[nH]c4ccccc34)C2=O)cc(C(=O)OC)c1 (stereo not given)
→ 28	-10	0	-3	2	-1	0	0.4	i
> Cc1ccc(NC(=S)N=Nc2c(O)[nH]c3ccccc23)cc1
→ 2	10	0	26	8	-5	14*	0.2	i
> O=C(O)Cc1sc(Nc2cccc3ccccc23)nc1-c1ccc(F)cc1
→ 2	3	2	-72	-1	-2	-7	-0.8	i
> O=C(NCC1CCCO1)c1cc(Br)c(Br)s1 (stereo not given)
→ -8	4	4	-1	2	-13	-5	0.4	i
> O=C(Oc1cccc(NC(=O)c2ccco2)c1)c1cccc(S(=O)(=O)N2CCCCC2)c1
→ 24	8	-1	-11	-1	-2	-2	1.4	i
> CCCS(=O)(=O)NC(=O)C1(C)CCCN(C(=O)c2cc(C(C)(C)C)nn2C)C1 (stereo not given)
→ -10	11	-2	14	-1	-5	7	0.1	i
> O=C(/C=C/c1cccc2ccccc12)N1CCOCC1
→ -5	0	-2	-10	7	-3	0	1.5	i
> CCOC(=O)Cn1nc(C)n(-c2cccc(Cl)c2)c1=O
→ -3	4	-2	6	-4	-7	-2	-0.3	i

Ordered by heavy-atom count (highest first): some entries from above.
Results follow in this order: FAS-TE inh	MT1-MMP act inh	Rin1-Abl PPI inh	MLLE-PAM2 inh	CSN deneddyl inh	bovine MsrA act	eLon inh	MsrA inh	Rpn11 block
> CCOc1ncccc1C(=O)OCC(=O)Nc1ccc(-c2nc3ccc(C)cc3s2)cc1
→ -2	3	-8	-18	-12	-2	-10	0.0	i
> CC1(c2ccccc2Cl)NC(=O)N(CC(=O)Nc2ccc(N3CCOCC3)cc2)C1=O (stereo not given)
→ -10	-3	-2	-24	-1	-1	2	1.4	i
> O=C(NCc1ccccc1)c1nc(S(=O)(=O)Cc2ccccc2)ncc1Cl
→ 26	0	1	21	3	-3	-4	1.4	i

Screening data: PubChem BioAssay, several laboratories
